TRPC4 potent: positive allosteric modulators of TRPC4, primary screen, cell-based, mouse TRPC4beta, HEK293 mu-opioid, Fluo-4 calcium | Short transient receptor potential channel 4 (Mus musculus), Q9QUQ5 | DAMGO EC20, Fluo-4 Ca2+ flux; active compounds read high | B-score at 10 µM | 310,000 compounds, 0.42% hits | AID 2227, 2009;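 active means B-score of calcium response area above 5 SD of library B-scores, with initial fluorescence ratio within 5 SD of library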;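 further: B-score of integrated fluorescence ratio over time as area under calcium response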
TRPC6 activator: mouse TRPC6 channel activators, primary screen, cell-based, HEK293, membrane potential dye; 310,000 compounds, 0.13% hits; HEK293-TRPC6 membrane potential dye fluorescence; active compounds read high; B-score at 10 µM; Short transient receptor potential channel 6 (Mus musculus), Q61143;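 active means B-score of the integrated fluorescence ratio above library mean plus 3 SD, and starting fluorescence ratio within library mean plus 5 SD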;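 further: higher score means more depolarization so channel activation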
Target sequence (Q61143 whole entry, looked up): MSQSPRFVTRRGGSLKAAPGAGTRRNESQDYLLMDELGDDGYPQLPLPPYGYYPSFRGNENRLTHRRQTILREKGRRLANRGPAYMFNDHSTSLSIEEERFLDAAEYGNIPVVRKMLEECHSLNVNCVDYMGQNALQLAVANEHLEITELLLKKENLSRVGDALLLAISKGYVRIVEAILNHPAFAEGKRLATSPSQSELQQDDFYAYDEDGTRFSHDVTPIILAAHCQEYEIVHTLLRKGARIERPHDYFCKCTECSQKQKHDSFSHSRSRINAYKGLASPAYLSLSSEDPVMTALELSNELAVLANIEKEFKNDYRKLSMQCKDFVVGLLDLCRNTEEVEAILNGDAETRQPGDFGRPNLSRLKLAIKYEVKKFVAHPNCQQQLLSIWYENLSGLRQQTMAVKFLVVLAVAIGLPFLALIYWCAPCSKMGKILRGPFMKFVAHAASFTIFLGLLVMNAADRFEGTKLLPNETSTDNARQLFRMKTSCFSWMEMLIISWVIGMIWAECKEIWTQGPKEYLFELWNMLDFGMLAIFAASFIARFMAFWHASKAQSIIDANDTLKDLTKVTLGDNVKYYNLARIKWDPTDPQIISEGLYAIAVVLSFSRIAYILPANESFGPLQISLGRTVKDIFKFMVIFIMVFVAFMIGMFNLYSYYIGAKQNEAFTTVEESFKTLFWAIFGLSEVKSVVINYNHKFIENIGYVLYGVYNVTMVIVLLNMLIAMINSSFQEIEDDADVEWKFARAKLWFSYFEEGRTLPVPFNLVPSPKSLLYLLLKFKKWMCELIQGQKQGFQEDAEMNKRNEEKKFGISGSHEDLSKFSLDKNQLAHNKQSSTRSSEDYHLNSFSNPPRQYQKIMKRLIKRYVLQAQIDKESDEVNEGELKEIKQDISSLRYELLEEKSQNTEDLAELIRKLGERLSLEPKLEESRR
TRPC4 agonist: activators of mouse TRPC4 channel, primary screen, Fluo4 calcium, HEK293 TRPC4beta/mu-opioid cells | AID 2237, 2010 | Short transient receptor potential channel 4 (Mus musculus), Q9QUQ5 | 310,000 compounds, 0.49% hits | Fluo4 calcium fluorescence; active compounds read high | B-score at 10 µM;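 active means B-score above 5 SD of library B-scores, and initial fluorescence ratio not above library mean plus 5 SD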;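 further: positive B-score marks a calcium rise read as TRPC4 activation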
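system = HEK293 cells stably co-expressing mouse TRPC4beta and mu-opioid receptor | schedule = Fluo4 dye loading 45 min at room temperature, 110 s recording | measure = B-scored integrated calcium fluorescence ratio | signal = Fluo4 calcium-sensitive dye fluorescence, kinetic, 1 Hz baseline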
MrgX1 PAM: positive allosteric modulators of MrgX1, primary screen, HEK293 cells, Fluo-4 calcium flux; Mas-related G-protein coupled receptor member X1 (Homo sapiens), Q96LB2; FDSS; active compounds read high; B-score at 10 µM; 310,000 compounds, 0.63% hits; AID 588675, 2011;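 active means plate-corrected calcium response at least 3 library SD above typical, normal starting fluorescence, not activating the receptor alone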;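 further: compound read alongside a low EC10 to EC30 dose of BAM8-22 agonist; peak minus trough fluorescence over baseline measured at the second addition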
SKKanGAS inh: S. pyogenes SKKanGAS growth inhibitors in kanamycin, primary screen, streptokinase expression inhibitor project, SKKanGAS strain, BacTiter-Glo luminescence; 6 h; inhibition, % at 7.5 µM; 300,000 compounds, 1.3% hits;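 active means mean replicate score, as percent of positive control median, at least 50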;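 further: strain carries kanamycin resistance gene driven by streptokinase promoter and grows in 40 µg/ml kanamycin; loss of luminescence reflects streptokinase promoter inhibition or plain growth inhibition; 0% = median of DMSO wells and 100% = positive control at its reference dose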
TRPC4 inh: inhibitors of mouse TRPC4 channel, primary screen, Fluo4 calcium, HEK293 TRPC4beta/mu-opioid cells | Short transient receptor potential channel 4 (Mus musculus), Q9QUQ5 | DAMGO-evoked Fluo4 calcium flux; active compounds read low | B-score at 10 µM | 300,000 compounds, 0.39% hits;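 active means B-score over 3 SD under the library average, no early fluorescence shift, positive overall ratio signal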
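Assay system: Stable TRPC4beta/mu-opioid receptor HEK293 cells | Reagent: DAMGO in two steps, submaximal then maximal | Compound dosing: Single concentration per test compound | Signal: Fluo4 Ca2+ flux fluorescence | Evaluation: Per-well B score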
MrgX1 antag: antagonists of human MrgX1 receptor, primary screen, HEK293 cells, Fluo-4 calcium flux. Mas-related G-protein coupled receptor member X1 (Homo sapiens), Q96LB2. BAM8-22 antagonism; active compounds read low. B-score at 10 µM. 310,000 compounds, 1.3% hits;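 active means calcium-response B-score plate-corrected more than 3 library SD below zero, starting fluorescence within 5 deviations, no agonist response on first addition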;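 further: peak minus trough fluorescence over baseline after final BAM8-22 challenge near maximal dose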
TMEM16A act: TMEM16A chloride channel activators or potentiators, primary screen, cell-based, HTS; 340,000 compounds, 0.3% hits; HEK293 TMEM16A/YFP-H148Q/I152L, iodide quench fluorescence; active compounds read low; B-score at 10 µM; Anoctamin-1 (Mus musculus), Q8BHY3;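 active means fluorescence-ratio B-score plate-corrected deviation score at least 3 library SD below zero, with starting fluorescence score within 5 deviations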;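 further: channel opened by trigger with iodide after compound preincubation; score built on the fluorescence ratio of max minus min over baseline; more negative score means more quench and so TMEM16A activation or potentiation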
ANO1 block: TMEM16A chloride channel inhibitors, primary screen, cell-based, HTS; Anoctamin-1 (Mus musculus), Q8BHY3; HEK293 TMEM16A/YFP iodide influx fluorescence, ionomycin; normalized B-score (activity score, 25-100; higher = stronger inhibition) at 10 µM; 310,000 compounds, 1.2% hits;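 active means ratio plate-corrected score three or more library SD toward inhibition, starting fluorescence score within five deviations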;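 further: score derived from kinetic fluorescence span divided by baseline fluorescence per well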
TRPC6 inh: mouse TRPC6 channel inhibitors, primary screen, cell-based, HEK293, membrane potential dye; 310,000 compounds, 1.1% hits; ACh-evoked depolarization; active compounds read low; AID 2553, 2010; B-score at 10 µM;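 active means B-score under library mean minus 3 SD, initial fluorescence not abnormally high, positive integrated signal ratio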;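 further: B-score derived from integrated fluorescence ratio over the kinetic read; more negative B-score means stronger inhibition of depolarization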
MrgX1 ag: agonists of human MrgX1 receptor, primary screen, HEK293 cells, Fluo-4 calcium flux; Mas-related G-protein coupled receptor member X1 (Homo sapiens), Q96LB2; Fluo-4 calcium fluorescence, agonist mode; active compounds read high; B-score at 10 µM; 310,000 compounds, 0.44% hits;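 active means calcium response B-score plate-corrected fluorescence ratio at least 3 library SD, with starting fluorescence B-score inside 5 SD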
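System: HEK293 cells stably expressing human MrgX1 receptor; Dosing: test compound in the initial addition of three; Schedule: overnight plating, then 30 min 37 °C plus 30 min room-temperature dye loading; Detection: kinetic calcium dye fluorescence, Fluo-4 NW; Controls: per-plate positive and negative controls for Z′ factor.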
An asterisk follows results filed as active; i = inactive; nt = not tested or not shown.

SMILES	TRPC4 potent	TRPC6 activator	TRPC4 agonist	MrgX1 PAM	SKKanGAS inh	TRPC4 inh	MrgX1 antag	TMEM16A act	ANO1 block	TRPC6 inh	MrgX1 ag
CCc1nc(Nc2ccc3c(c2)OCCO3)c2oc3ccccc3c2n1	i	i	i	i	13	i	i	i	i	i	i
O=C(COc1ccccc1)Nc1ccc2c(c1)C(=O)N(CC1CCCO1)C2=O (stereo not given)	i	i	i	i	-5	i	i	i	i	i	i
O=C(NC(Cc1ccccc1)C(=O)O)/C(=C\c1ccc(Br)cc1)NC(=O)c1ccc(Br)o1 (stereo not given)	i	i	i	i	5	i	i	i	i	i	i
COc1cc(Br)c(C2CC(=O)Nc3cc(OC)c(OC)cc32)cc1OC (stereo not given)	i	i	i	i	-3	i	i	i	i	i	i
CC(NC(=O)c1ccc(F)cc1Cl)C1CC2CCC1C2 (stereo not given)	i	i	i	i	-1	i	i	i	i	i	i
O=C1NC(=O)C(c2cn(-c3ccccc3)nc2-c2ccc(F)cc2)N1 (stereo not given)	i	i	i	i	-3	i	i	i	i	i	i
COC(=O)c1ccccc1S(=O)(=O)N1CCC(C(=O)OCC(=O)NCC(F)(F)F)CC1	i	i	i	i	-3	i	i	i	i	i	i
CCOC(=O)c1ccc(NC(=S)NN2CCN(C)CC2)cc1	i	i	i	i	-5	i	i	i	i	i	i
O=C(Cc1coc2ccc3ccccc3c12)Nc1nccs1	i	i	i	i	20	i	i	i	i	i	i
Cc1ccc(NC(=O)C2CCC2)cc1S(=O)(=O)N1CCCCCC1	i	i	i	i	-1	i	i	i	i	i	i
O=C(c1ccc(NS(=O)(=O)c2cccc(F)c2)cc1)N1CCCCC1	i	i	i	i	0	i	i	i	i	i	i
C/C=C\C=C/C(=O)Nc1cccc(C2=NOC3(C2)C[C@H](C(N)=O)N(C(=O)CC)C3)c1 (stereo not given in full)	i	i	i	i	6	i	i	i	i	i	i
Cc1c(S(=O)(=O)c2ccccn2)c(N)n(Cc2ccccc2Cl)c1C	i	i	i	i	5	i	i	i	i	i	i
CN(Cc1ccon1)Cc1cn(C)nc1-c1cccc(Cl)c1	i	i	i	i	0	i	i	i	i	i	i
C/C(=N\O)C(C)(C)Nc1cccc(Br)c1	i	i	i	i	2	i	i	i	i	i	i
CCC(O)(CC)C(=O)N/N=C/c1cc(Br)cc(Br)c1O	i	i	i	i	89*	i	i	i	i	i	i
FC(F)(F)c1cnc(Oc2cccc3ccccc23)c(Cl)c1	i	i	i	i	-3	i	i	i	i	i	i
CCN(CC)CCCC(C)NC(=O)c1cc(=O)c2ccccc2o1 (stereo not given)	i	i	i	i	-1	i	i	i	i	i	i
CCOCC(=O)Nc1cc(C(=O)OC)ccc1C(=O)OC	i	i	i	i	-4	i	i	i	i	i	i
COc1ccc(OC)c(-c2cc(C3CCN(c4ncccc4[N+](=O)[O-])CC3)[nH]n2)c1	i	i	i	i	57*	i	i	nt	i	i	i

Complete entries, looked up by structure.
`O=C(c1ccc(NS(=O)(=O)c2cccc(F)c2)cc1)N1CCCCC1` is entered as TRPC4 potent: i; TRPC6 activator: i; TRPC4 agonist: i; MrgX1 PAM: i; SKKanGAS inh: 0; TRPC4 inh: i; MrgX1 antag: i; TMEM16A act: i; ANO1 block: i; TRPC6 inh: i; MrgX1 ag: i
`CCOCC(=O)Nc1cc(C(=O)OC)ccc1C(=O)OC` is entered as TRPC4 potent: i; TRPC6 activator: i; TRPC4 agonist: i; MrgX1 PAM: i; SKKanGAS inh: -4; TRPC4 inh: i; MrgX1 antag: i; TMEM16A act: i; ANO1 block: i; TRPC6 inh: i; MrgX1 ag: i

(continued)
SMILES	TRPC4 potent	TRPC6 activator	TRPC4 agonist	MrgX1 PAM	SKKanGAS inh	TRPC4 inh	MrgX1 antag	TMEM16A act	ANO1 block	TRPC6 inh	MrgX1 ag
CCSc1nc2c(c(=O)[nH]1)C(C(C)C)C(C#N)=C(N)O2 (stereo not given)	i	i	i	i	3	i	i	i	i	i	i
CN(/N=C/c1ccc(Cl)cc1Cl)c1ncc(Cl)cc1C(F)(F)F	i	i	i	i	76*	i	i	i	i	i	i
COC(=O)C(CCCN1C(=O)c2ccccc2C1=O)(NC(C)=O)c1nn[nH]n1 (stereo not given)	i	i	i	i	1	i	i	i	i	i	i
CC1(C)Cc2ccccc2-c2nc3n(c(=O)c21)CCS3	i	i	i	i	-12	i	i	i	i	i	i
CCOC(=O)CNC(=O)CSc1nc(-c2ccccc2)ns1	i	i	i	i	-2	i	i	i	i	i	i
CCOc1ccccc1N(CC(=O)Nc1ccc(OC)c(OC)c1)S(=O)(=O)c1ccccc1	i	i	i	i	2	i	i	i	i	i	i
CN(C)CCCNS(=O)(=O)c1ccc(Oc2ncc(C(F)(F)F)cc2Cl)cc1	i	i	i	i	-8	i	i	i	i	i	i
COc1ccc(Cc2cc(-c3ccc(F)cc3)n[nH]c2=O)cc1	i	i	i	i	-10	i	i	i	i	i	i
O=C(CSc1nnc(SCc2ccccc2)s1)N/N=C/c1c(Cl)cccc1Cl	i	i	i	i	16	i	i	i	i	i	i
COCCOc1cc(N(CC(=O)N(C)C)S(=O)(=O)c2ccccc2)c(Cl)cc1Cl	i	i	i	i	4	i	i	i	i	i	i
COCCNC(=S)N1CCN(c2nc3ccccc3s2)CC1	i	i	i	i	-1	i	i	i	i	i	i
CCCOc1ccc(OC(=O)Cc2ccc(OC)c(S(=O)(=O)N3CCOCC3)c2)cc1	i	i	i	i	-4	i	i	i	i	i	i
COC(=O)c1cc(OC)c(OC)cc1NC(=O)Cc1ccccc1[N+](=O)[O-]	i	i	i	i	-2	i	i	i	i	i	i
CC(C)[N+](C)(CCOC(=O)C1c2ccccc2Oc2ccccc21)C(C)C	i	i	i	i	-6	i	i	i	i	-9.5*	i
c1ccc(-c2n[nH]nc2-c2ccccc2)cc1	i	i	i	i	-10	i	i	i	i	i	i
CCN(CC)S(=O)(=O)c1ccc(-c2csc(C)n2)s1	i	i	i	i	-2	i	i	i	i	i	i
Cc1oc(-c2ccccc2F)nc1CN1CCC(C(=O)NC2CCCc3ccccc32)CC1 (stereo not given)	i	i	i	i	-1	i	i	i	i	-8.8*	i
COc1ccccc1-c1ccc(SCC(=O)NCc2ccc3c(c2)OCO3)nn1	i	i	i	i	-11	i	i	i	i	i	i
COc1ccc2[nH]c3c(=O)n(Cc4ccc(C(=O)N5CCCCCC5)cc4)c(=S)[nH]c3c2c1	i	i	i	i	39	i	i	i	i	i	i
CCOc1ccc(N(CC(=O)NCC2CCCO2)S(=O)(=O)c2ccc(C)cc2)cc1 (stereo not given)	i	i	i	i	2	i	i	i	i	i	i
O=[N+]([O-])c1ccc(-c2cn3ccccc3n2)cc1	i	i	i	i	9	i	i	i	i	i	i
O=C(CSC(=S)N1CCN(c2ccccc2)CC1)Nc1nc(-c2ccccc2)c(-c2ccccc2)o1	i	i	i	i	-2	i	i	i	i	i	i
O=[N+]([O-])c1ccc(S(=O)(=O)N2CCN(c3ccnc4cc(Cl)ccc34)CC2)cc1	i	i	i	i	2	i	i	i	i	i	i
O=C(CSCc1ccccc1)N1CCN(c2ccc(F)cc2)CC1	i	i	i	i	-1	i	i	i	i	i	i
CCCCNC(=O)C1(NC(=O)Nc2ccccc2)CCCCC1	i	i	i	i	2	i	i	i	i	i	i
CC(=O)NC[C@H]1CN(c2ccc(N3CCOCC3)c(F)c2)C(=O)O1	i	i	i	i	107*	i	i	nt	i	i	i
O=C(/C=C/C(=O)N1CCc2ccccc2C1)N1CCc2ccccc2C1	i	i	i	i	0	i	i	i	i	i	i
Cc1cccc(-n2nnc(C(=O)Nc3ccc(F)cc3)c2N)c1	i	i	i	i	-3	i	i	i	i	i	i
Cc1cccc(-n2c(SCC(N)=O)nnc2-c2ccco2)c1	i	i	i	i	-12	i	i	i	i	i	i
CCc1c(C)nc(SCC(N)=O)c(C#N)c1C	i	i	i	i	-4	i	-5.7*	i	i	i	i
CCOC(=O)c1nn(-c2cccc(OC)c2)c2nc(CC)c(C#N)c(=O)n12	i	i	i	i	1	i	i	i	i	i	i
COCC(=O)N(Cc1cc2cc(C)ccc2[nH]c1=O)c1cccc(C)c1C	i	i	i	i	-1	i	i	i	i	i	i
Cc1cccc(C)c1Nc1nnc(SCC(=O)Nc2cc(S(=O)(=O)N3CCCCC3)ccc2Cl)s1	i	i	i	i	20	i	i	i	i	i	i
Cc1cc2nc(SCCN3CCOCC3)[nH]c2cc1C	i	i	i	i	5	i	i	i	i	i	i
O=C(NC12CC3CC(CC(C3)C1)C2)c1ccc(-c2cccc(Cl)c2)o1	i	i	i	i	9	i	i	i	i	i	i
O=C(O)C1CCCCC1C(=O)NCc1ccc(F)cc1 (stereo not given)	i	i	i	i	-10	i	i	i	i	i	i
N=C1SCC(=O)N1c1ccc(Cl)cc1	i	i	i	i	8	i	i	i	i	i	i
COc1ccccc1Nc1nc(N)nc(CCl)n1	i	i	i	i	-2	i	i	i	i	i	i
COC(CNC(=O)c1ccc(N2CCCC2=O)cc1)OC	i	i	i	i	-1	i	i	i	i	i	i
O=C1CCC(=O)N1CCSC(=S)N1CCSCC1	i	i	i	i	-4	i	i	i	i	i	i
Cc1ccc(-c2nnc(N(C)C(=O)C3CCCO3)s2)cn1 (stereo not given)	i	i	i	i	-3	i	i	i	i	i	i
O=C(O)C1(S(=O)(=O)c2ccc(Cl)cc2)CCC1	i	i	i	i	-5	i	i	i	i	i	i
Cc1cccc2sc(NNC(=O)C3=COCCO3)nc12	i	i	i	i	11	i	i	i	i	i	i

Bioassay records: PubChem, several laboratories
